Bioassay records deposited in PubChem BioAssay by Emory University Molecular Libraries Screening Center.
14-3-3g Raf – modulators of 14-3-3 gamma protein binding, primary screen, biochemical, fluorescence polarization; FP, 14-3-3gamma / TMR-pS259-Raf peptide binding; 14-3-3 protein gamma (Homo sapiens), P61981; inhibition, % at 40 µM; AID 422, 2006; 0.19% of 160,000 active; in the data active means inhibition above about 30%;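 further: 0% = protein plus tracer without compound and 100% = blank with tracer alone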
Target sequence (P61981 whole entry, looked up): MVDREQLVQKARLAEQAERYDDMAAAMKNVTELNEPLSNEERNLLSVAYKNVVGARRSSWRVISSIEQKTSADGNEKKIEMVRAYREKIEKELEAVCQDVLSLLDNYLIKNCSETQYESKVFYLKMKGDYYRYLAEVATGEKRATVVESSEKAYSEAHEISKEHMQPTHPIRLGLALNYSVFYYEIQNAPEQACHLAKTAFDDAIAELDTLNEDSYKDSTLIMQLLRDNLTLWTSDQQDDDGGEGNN
An asterisk follows results filed as active; & = joins results of further samples. A portion of the library (hit frequency here may not be typical).

14-3-3g Raf	smiles
-11.3	CCCN(CCC)c1cc(C)nc2c(-c3ccc(Cl)cc3)c(C)nn12
0.5	COc1ccc(C=Cc2nc(=O)cc(-c3ccccc3)o2)cc1
-2.6	CCOC(=O)c1ccc(NC(=O)c2nn(C)cc2Br)cc1
-11.7	OC(C#CCN1CCCCCC1)(c1ccccc1)c1ccccc1
-1.3	COc1ccc(C(=O)CSc2nc(C)cc(C)n2)cc1OC
-5.8	CC=CCOC(=O)C1=C(C)NC(=O)NC1c1ccc(Br)cc1 (stereo not drawn)
3.5	CCOC(=O)c1cc(CC)sc1NC(=O)CCC(=O)O
-1.3	CCOc1ccc(N/C(=N/c2nc(C)cc(C)n2)NC(=O)c2ccccc2)cc1
0.5	O=C(c1nn2c(C(F)(F)F)cc(-c3ccc(Br)cc3)nc2c1Cl)N1CCOCC1
-12.2	O=C(O)Cc1ccc(NC(=O)c2cc3ccccc3oc2=O)cc1
-16.2	CCOC(=O)c1c(NC(=O)c2ccccc2C)sc(C(=O)Nc2cccc(Cl)c2C)c1C
-14.2	c1ccc2[nH]c(CSc3nc4ncccc4[nH]3)nc2c1
-3.2	COc1ccc(NC(=O)c2ccc(-n3nc(C)c[n+]3[O-])cc2)cc1
-11.0	COc1ccccc1C(=O)n1nc(-c2ccccc2)nc1N
-30.9	COc1cc2nc(SCC(=O)NCc3ccco3)n3nc(-c4ccccc4)nc3c2cc1OC
-6.0&1.0	CC#CCCCC(=O)Nc1cccc(C(=O)O)c1
-2.5	COc1ccccc1CC(NC(C)=O)C(=O)N1CCN(C(=O)Nc2ccccc2Cl)CC1 (stereo not drawn)
1.0	O=C(c1cn(-c2ccccc2)nc1-c1ccc(Cl)cc1)N1CCOCC1
-2.7	O=C(NCCCN1CCCC1=O)c1ccc2nc3ccc(Cl)cc3c(=O)n2c1
-2.9	O=C(c1ccco1)N1CCN(C(=O)C2CCCc3c2[nH]c2ccc(Cl)cc32)CC1 (stereo not drawn)
-1.9	O=C(CC1(O)C(=O)Nc2ccc(Cl)cc21)c1ccc([N+](=O)[O-])cc1 (stereo not drawn)
-15.1	O=C(Cc1ccccc1)Nc1ccc(N2C(=O)C3CC=CCC3C2=O)cc1Cl (stereo not drawn)
0.0	CCn1c(=O)cc(OCC(=O)Nc2ccc(Cl)cn2)c2ccccc21
-4.9	CCC1Oc2nc(SC)nnc2-c2ccccc2N1C(=O)c1ccccc1 (stereo not drawn)
-11.4	Cc1nnc(NC(=O)CSc2nnc(-c3ccc(S(=O)(=O)N4CCCC4)cc3)n2C)s1
-26.5	CCN(CC)CCSc1nc(C)cc(C)n1
-4.7&1.7	COC(=O)C1(C#N)C(c2ccccc2)C1(C(=O)OC)C(=O)OC (stereo not drawn)
1.4	CN(Cc1ccco1)C(=O)C1CCC(CNS(=O)(=O)c2ccc(Cl)cc2)CC1 (stereo not drawn)
-1.7	COC(=O)C1=C(C)NC(C)=C(C(=O)OC)C1c1ccco1
-1.9	O=C(CSc1ccc(Cl)cc1)NCc1ccc(Cl)cc1
1.2	COC(=O)c1ccc(NC(=O)CSc2nc(N)cc(=O)[nH]2)cc1
-3.6	CCn1c(=N)c(C(=O)NC(C)c2ccccc2)cc2c(=O)n3cccc(C)c3nc21 (stereo not drawn)
-4.2	CC1=C(C(=O)OC(C)C)C(c2ccccc2Br)C2=C(CC(C)(C)CC2=O)N1 (stereo not drawn)
-3.4	CCCS(=O)(=O)N1CCN(C(=O)c2ccccc2[N+](=O)[O-])CC1
-15.1	CSc1cccc(NC(=O)C2CCCN2S(=O)(=O)c2ccc3c(c2)CCC(=O)N3)c1 (stereo not drawn)
5.2	COc1ccc(C)cc1S(=O)(=O)N1CCCCC1
-3.6	CCc1ccc(NC(=O)CSc2nnc(CC)c(CC)n2)cc1
-8.3	O=C(NCc1ccco1)c1ccc(-c2ccccc2)cc1
-1.5	CC1CCN(S(=O)(=O)c2ccc3[nH]cc(C(=O)NCc4ccccc4Cl)c(=O)c3c2)CC1
-5.2	C=CCSC1=C(C#N)C(c2ccccc2OCC)C(C#N)C(=O)N1 (stereo not drawn)

Some of these compounds in order of their number in 14-3-3g Raf, ascending.
14-3-3g Raf	smiles
-11.4	Cc1nnc(NC(=O)CSc2nnc(-c3ccc(S(=O)(=O)N4CCCC4)cc3)n2C)s1
-8.3	O=C(NCc1ccco1)c1ccc(-c2ccccc2)cc1
-3.6	CCc1ccc(NC(=O)CSc2nnc(CC)c(CC)n2)cc1
-1.9	O=C(CSc1ccc(Cl)cc1)NCc1ccc(Cl)cc1
1.4	CN(Cc1ccco1)C(=O)C1CCC(CNS(=O)(=O)c2ccc(Cl)cc2)CC1 (stereo not drawn)

Additional compounds:
14-3-3g Raf	smiles
-3.1	Nc1c(C(=O)c2ccc(F)cc2)oc2ccccc12
-1.6	Cc1n[nH]c(=O)nc1N1CCN(Cc2ccccc2)CC1
0.2&-1.2	S=c1[nH]nc(C23CC4CC(CC(C4)C2)C3)n1Cc1ccco1
-0.8	CCC(C(=O)NC(C)CCc1ccco1)n1nc(C)n2c(cc3occc32)c1=O (stereo not drawn)
-0.8	O=S(=O)(NCCCN1CCN(c2ccccc2F)CC1)c1cccc2cccnc12
0.4	CN1C2C=C(N(CCc3ccccc3)C(=O)c3ccccc3)CC1CC2 (stereo not drawn)
-2.3	COc1cccc(N2C(=O)CC(N3CCN(S(=O)(=O)c4ccccc4)CC3)C2=O)c1 (stereo not drawn)
5.7	CC(=O)c1c(C)oc2c(Cl)cc(NS(=O)(=O)c3ccc(C(C)(C)C)cc3)cc12
-5.1	O=C(NCCC1=CCCCC1)Nc1ccc2nsnc2c1
1.8	Cc1nonc1OCCN1CCN(c2ccccc2[N+](=O)[O-])CC1
-8.4	CC1CCCC(C)N1C(=O)c1cc2nc(-c3cccs3)cc(C(F)(F)Cl)n2n1 (stereo not drawn)
-7.9	O=c1[nH]c(=O)n([C@H]2C[C@H](O)[C@@H](CO)O2)cc1/C=C/Br
-0.6	CC1=C(C(=O)Nc2ccc(F)cc2)C(c2ccc(C)cc2)C2=C(CC(C)(C)CC2=O)N1 (stereo not drawn)
-9.4	COC(=O)c1c(NC(=O)CCCC(=O)O)sc2c1CCC2
12.6	O=C1CC(c2ccc(-c3ccccc3)cc2)c2ccc3ccccc3c2N1 (stereo not drawn)
-2.6	CCOC(=O)c1ccc(NC(=O)CCCCl)cc1
6.5&-3.7	CCCS(=O)(=O)N1CCCC(C(=O)NCCN2CCOCC2)C1 (stereo not drawn)
-3.9	Cc1cc(NC(=O)CSc2nnc(COc3cccc(C)c3C)n2Cc2ccco2)no1
1.9	COc1ccc(Nc2ncnc3sc(C)cc23)c(OC)c1
1.6	O=C(CSc1nnc2scc(-c3ccccc3)n12)c1ccc2c(c1)OCCO2
-17.3	C=CCOC(=O)C1=C(C)N=C2SCCC(=O)N2C1c1cccc([N+](=O)[O-])c1 (stereo not drawn)
-2.6	COc1ccc(CC(=O)NC(CC(=O)O)c2ccc(OC)cc2)cc1 (stereo not drawn)
3.4	Cn1cc(Br)c(C(=O)Nc2ccc(Br)cc2)n1
6.7	O=C(c1ccccc1O)N1N=C(c2ccc(Cl)cc2)CC1(O)C(F)(F)F (stereo not drawn)
-2.3	Cc1ccc(OCC(=O)Nc2ccc3c(c2)nc2n3CCOC2)cc1
-11.4	O=C(NCc1ccc(Cl)cc1)C1c2ccccc2Oc2ccccc21
-14.9	CCc1ccccc1Nc1nc2ccccc2nc1NS(=O)(=O)c1ccccc1
-11.1	Cc1ccc(C)c(NC(=O)COc2cccc(C)c2C)c1
-1.4	O=C(c1ccc(OCCN2CCCCC2)cc1)c1c(-c2ccc(O)cc2)sc2cc(O)ccc12
-1.2	Cc1[nH]c(=O)[nH]c(=O)c1S(=O)(=O)NCCOC12CC3CC(CC(C3)C1)C2
-2.9	O=C(CNC(=O)c1ccc(Br)o1)OCC(=O)c1ccc(Cl)cc1
-24.3	Cc1c(CCC(C)C)c(N2CCN(C)CC2)n2c(nc3ccccc32)c1C#N
-6.9	Cc1cccc(Cl)c1OCCCCn1ccnc1
-11.0	CCN(CC)C(=O)CSc1nc2sc(C)c(C)c2c(=O)[nH]1
-4.0	Cc1nnc(SCC(=O)N2CCC(Cc3ccccc3)CC2)n(N)c1=O
9.8	O=C(Cn1cc(C(=O)C(F)(F)F)c2ccccc21)N1CCCc2ccccc21
-24.8&-38.4	COC(=O)c1ccc(CSc2nc(-c3ccco3)cc(C(F)(F)F)n2)o1
-3.1	O=C(Cc1ccccc1[N+](=O)[O-])N1CCc2ccccc2C1
-9.7	COc1ccc(CNC(=O)c2cc(-c3cccs3)nc3ccccc23)c(OC)c1
-2.3	COc1cccc(N2CCN(C3CC(=O)N(c4cccc(Cl)c4)C3=O)CC2)c1 (stereo not drawn)
3.8	Nc1nc(-c2ccc(Cl)cc2)nc2c1c(=O)oc1ccccc12
-1.3	CC(=O)Cc1nsc(Nc2ccc(C)cc2C)n1
-1.2	Cc1cccc(N2CCN(C(=O)CSc3cc(=O)n(C)c4ccccc34)CC2)c1C
-12.0	Cc1cc(=O)cc(C)n1-c1ccccc1N1CCOCC1
-1.6	Clc1ccc(-c2csc(Nc3ccccn3)n2)cc1
-0.8	O=C(CSc1nc2c(cnn2-c2ccc(Cl)cc2)c(=O)[nH]1)Nc1ccccc1C(F)(F)F
3.2	C=CCNC(=O)C1CCN(S(C)(=O)=O)CC1
0.8	Cc1cccc(NC(=O)c2ccc(S(=O)(=O)N(C)C)cc2)n1
-0.4	COc1ccc(C(=O)Nc2nnc(-c3ccc(F)cc3)s2)c(OC)c1
-16.0	CCOc1ccc(/C=c2\sc3nc(-c4ccco4)nn3c2=O)cc1OCC
0.3	Cc1cc(C)c2c(CN3CCN(Cc4ccc5c(c4)OCO5)CC3)cc(=O)oc2c1
1.6	CC1(C)CC(=O)C(/C=N/c2ncccc2C(=O)O)=C(O)C1
-12.7	CCc1ccc(NC(=O)CNS(=O)(=O)c2cccc3nsnc23)cc1
0.0	O=C(NCC(=O)N1CCCC1C(=O)O)OC1CCCCC1 (stereo not drawn)
-2.6	COCCCNC(=O)c1ccc2c(c1)N(Cc1ccc(Cl)cc1)C(=O)CS2
0.4	Oc1ccccc1-c1nc(Cl)c2ccccc2n1
3.5	COC(=O)c1cc(Cl)c(NC(=O)c2ccco2)cc1OC
-5.5	Cc1ccc(C)c(NC(=O)CS(=O)(=O)c2cccc3nsnc23)c1
5.2	CCOC(=O)Cc1nnc(NC(=O)c2ccccc2OCC)s1
-2.5	CCN(CCCNC(=O)c1ccc2c(c1)ncn2C1CCCCC1)c1ccccc1

(listing goes on)
14-3-3g Raf	smiles
1.2	O=C(NCc1ccco1)c1ccc(S(=O)(=O)N2CCCc3ccccc32)cc1
-8.7	COc1ccc2cc3cc(C(=O)NCCCN(C)Cc4ccccc4)sc3nc2c1
-24.2	Cc1cccn2c(=O)c3cc(C(=O)NCCc4ccccc4)c(=N)n(CCc4ccccc4)c3nc12
-3.8	Cc1cc(C)n(C(=O)COc2ccccc2[N+](=O)[O-])n1
-5.8	COc1ccc2c(Cl)c(-c3nnco3)sc2c1
2.0	Cc1ccc(C2=NN(C(=O)CCC(=O)O)C(c3ccc(Br)cc3)C2)cc1 (stereo not drawn)
-4.1	O=S(=O)(c1ccccc1)c1nc(-c2ccc(Br)cc2)oc1N1CCCCC1
-0.9	CCOc1ccc(CNC(=O)c2cc(=O)[nH]c3ccc(S(=O)(=O)N4CCCC4)cc23)cc1
-4.3	CC1Cc2ccccc2N1C(=O)CCNS(=O)(=O)c1ccc2c(c1)CCC(=O)N2 (stereo not drawn)
-2.7	CCOC(=O)c1ccccc1NCN1C(=O)CSC1=O
-12.7	O=C(NCC(c1cccnc1)N1CCOCC1)C1CCCCC1 (stereo not drawn)
4.7	O=S(=O)(Nc1nc2ccccc2s1)c1ccccc1
-8.1	CCOC(=O)c1ccc(CN2C(=O)C(=O)c3cc(OC(F)(F)F)ccc32)o1
-3.3	CCc1cccc(CC)c1NC(=O)C1(S(=O)(=O)c2ccc(Cl)cc2)CC1
-36.7	O=c1c(-n2nnc3ccccc32)c2oc3ccccc3nc-2c2ccccc12
1.2	COc1cccc2cc(C(=O)Nc3nccs3)c(=Nc3ccc(F)cc3)oc12
-7.5	Cc1cnc(NC(=O)CSc2nc3ccccc3c(=O)[nH]2)s1
-1.5	COc1ccc(N2CCN(CCNC(=O)CN3C(=O)COc4ccccc43)CC2)cc1
-5.3	CCOc1ccc2nc(N3CCOCC3)nc(C)c2c1
-0.8	COc1cc(OC)nc(NC(=O)NS(=O)(=O)c2ccc(OC(F)(F)F)cc2)n1

Of the compounds above, these contain a nitro group on carbon.
14-3-3g Raf	smiles
-1.9	O=C(CC1(O)C(=O)Nc2ccc(Cl)cc21)c1ccc([N+](=O)[O-])cc1 (stereo not drawn)
-3.4	CCCS(=O)(=O)N1CCN(C(=O)c2ccccc2[N+](=O)[O-])CC1
1.8	Cc1nonc1OCCN1CCN(c2ccccc2[N+](=O)[O-])CC1
-17.3	C=CCOC(=O)C1=C(C)N=C2SCCC(=O)N2C1c1cccc([N+](=O)[O-])c1 (stereo not drawn)
-3.1	O=C(Cc1ccccc1[N+](=O)[O-])N1CCc2ccccc2C1
-3.8	Cc1cc(C)n(C(=O)COc2ccccc2[N+](=O)[O-])n1

Continuation.
14-3-3g Raf	smiles
-6.2	O=C(NCCCN1CCCC1)c1cc(-c2cccs2)nc2ccccc12
-2.0	Cc1cc(C)nc(Nc2nc(=O)c3ccccc3s2)n1
2.9	O=C(Nc1sc2c(c1C(=O)Nc1ccc(Cl)cc1)CCC2)c1ccc([N+](=O)[O-])cc1
5.0	COC(=O)C1=C(N)Oc2cc(C)n(C)c(=O)c2C1c1ccc(Cl)c(Cl)c1 (stereo not drawn)
-6.9	CCOC(=O)C(C(=O)OCC)C(=O)c1cc(OC)c(OC)c(OC)c1
-4.7	CC(C)NC[C@H](O)COc1ccc(CC(N)=O)cc1
-4.8	COc1ccc(Cl)cc1S(=O)(=O)n1cnc2ccccc21
-6.7	Cc1ccc(NC(=O)c2ccc(S(=O)(=O)N3CCc4ccccc4C3)cc2)cc1
-1.3	CN(Cc1cc(=O)[nH]c2ccccc12)C(=O)c1ccccc1
-4.6	CC1(c2ccccc2)CC(C)(C)N(C(=O)CSC#N)c2ccccc21 (stereo not drawn)
